# Bioassay records from PubChem BioAssay.
# TrxR1 substrate: qHTS Assay for Substrates of Mammalian Selenoprotein Thioredoxin Reductase 1 (TrxR1): qHTS; hit rate 0.01% among 390,000; Potency, µM (doses to about 114 µM), for the others: top-dose activity change, negative = substrate turnover; purified TrxR1 substrate turnover, NADPH consumption readout; further: potency means the concentration at half of the fitted maximal effect; on the % scale 0 is the no-effect control and ±100 the full control effect; nearly all actives have a fitted effect of over 50% in size
#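 Rat TrxR1, dispensed at 90 nM, was prereduced with 400 uM NADPH (final) for 5 min at ~22 deg C, then incubated with compound 15 min before 400 uM selenite. A first-read NADPH fluorescence drop versus no-compound background flagged substrates.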
# USP1-UAF1 inh: Inhibitors of USP1/UAF1: Primary Screen; recombinant USP1/UAF1, Ub-Rhodamine cleavage fluorescence; Potency, µM (series often up to 57.1 µM), for inactives: top-dose activity change, negative = inhibition, actives largely listed as inhibitors; hit rate 0.23% among 390,000; AID 743255, 2014; further: potency means the concentration at half of the fitted maximal effect; on the % scale 0 is the no-effect control and ±100 the full control effect; nearly all actives have a fitted effect of over 60% in size; inactives centre near -12
# Target sequence (O94782 whole entry, looked up): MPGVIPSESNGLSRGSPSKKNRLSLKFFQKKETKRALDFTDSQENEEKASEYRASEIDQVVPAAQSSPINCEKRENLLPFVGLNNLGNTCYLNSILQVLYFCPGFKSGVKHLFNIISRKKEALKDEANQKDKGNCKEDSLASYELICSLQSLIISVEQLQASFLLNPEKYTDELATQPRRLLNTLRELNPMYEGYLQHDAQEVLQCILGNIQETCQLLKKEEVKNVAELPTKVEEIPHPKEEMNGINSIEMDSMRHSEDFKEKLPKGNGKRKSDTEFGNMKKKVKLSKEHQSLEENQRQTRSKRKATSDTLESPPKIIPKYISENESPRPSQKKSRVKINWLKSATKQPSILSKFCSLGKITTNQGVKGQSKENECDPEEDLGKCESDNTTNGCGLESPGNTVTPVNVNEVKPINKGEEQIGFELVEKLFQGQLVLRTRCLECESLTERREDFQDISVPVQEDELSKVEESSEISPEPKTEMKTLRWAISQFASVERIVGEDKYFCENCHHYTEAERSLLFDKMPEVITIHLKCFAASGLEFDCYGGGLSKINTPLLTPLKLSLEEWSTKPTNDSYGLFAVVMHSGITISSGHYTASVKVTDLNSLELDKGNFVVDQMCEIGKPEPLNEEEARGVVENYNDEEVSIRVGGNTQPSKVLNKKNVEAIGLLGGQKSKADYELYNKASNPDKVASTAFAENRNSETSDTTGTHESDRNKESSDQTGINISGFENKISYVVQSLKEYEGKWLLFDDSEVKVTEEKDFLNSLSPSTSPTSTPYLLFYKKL
#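 USP1/UAF1 complex at 1 nM was preincubated with compound for 15 min at room temperature, then Ub-Rho substrate (150nM final) was added. Fluorescence (480/540 nm) was read kinetically, 6 reads every 60 seconds.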
# TRHR agonist: qHTS for Small Molecule Agonists and Allosteric Enhancers of Human TRH Receptor: Primary Screen for Agonists | TRHR cells, calcium flux fluo-8, FDSS agonist mode | activation, % at 2 µM | hit rate 0.18% among 360,000; in the data active means activation above about 30%; further: 0% is about no effect
#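 Read-out: compound-evoked intracellular calcium rise in TRHR cells, fluo-8 dye, kinetic FDSS fluorescence at 1 s/cycle following a 10-cycle baseline. Cells cultured overnight before dye loading (30 min–1.5 h, RT).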
# TRHR PAM: qHTS for Small Molecule Agonists and Allosteric Enhancers of Human TRH Receptor: Primary Screen for Enhancers | Thyrotropin-releasing hormone receptor (Homo sapiens), P34981 | TRHR cells, fluo-8 calcium fluorescence, EC20 TRH enhancement | enhancement, % at 2 µM | hit rate 0.66% among 360,000 | AID 493056, 2011; in the data active means enhancement above about 30%; further: 0% is about no effect
#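 Enhancer read-out: after compound pinning and an initial kinetic agonist-mode read, an EC20 of TRH (10 nM final) was injected and fluo-8 calcium signal (Ex 480/Em 530) followed at 1 s/cycle for 100 cycles in TRHR-expressing cells.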
# mIDH1 inhibitor: qHTS for Inhibitors of mutant isocitrate dehydrogenase 1 (IDH1): qHTS | Isocitrate dehydrogenase [NADP] cytoplasmic (Homo sapiens), O75874 | IDH1-R132H enzyme, NADPH consumption, diaphorase/resazurin fluorescence | Potency, µM (series often up to 76.6 µM), inactives show at the highest dose activity change, negative = inhibition, usual class: inhibitors | hit rate 0.093% among 390,000 | AID 602179, 2012; further: potency means the concentration at half of the fitted maximal effect; on the % scale 0 is the no-effect control and ±100 the full control effect; nearly all actives have a fitted effect of over 65% in size
#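 IDH1-R132H (0.5 ug/mL) preincubated 30 min with compound, then NADPH (0.016 mM) and alpha-KG (2 mM) added; 80 min at RT, pH 7.5. Remaining NADPH coupled via diaphorase/resazurin to fluorescence (540/590 nm); concentration-response curves normalized to no-enzyme control.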
# D2 antagonist: HTS Assay for Allosteric Antagonists of the Human D2 Dopamine Receptor: Primary Screen for Antagonists. D(2) dopamine receptor (Homo sapiens), P14416. HEK293 TREx D2 cells, calcium flux, dopamine EC80. inhibition, % at 10 µM. hit rate 2% among 340,000. AID 485344, 2010; in the data active means inhibition above about 30%; further: 0% is about no effect
#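 Dopamine at EC80 is the agonist stimulus; test compounds precede it by 180 s. Calcium flux read kinetically in a force-coupled, inducible HEK293 T-REx D2 cell line.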
# Pin1 inhibitor: qHTS Assay to Find Inhibitors of Pin1. hit rate 0.009% among 390,000. Potency, µM (doses to about 115 µM), inactives show at the highest dose activity, negative = inhibition, usual class: inhibitors. Peptidyl-prolyl cis-trans isomerase NIMA-interacting 1 (Homo sapiens), Q13526. Pin1 FP peptide displacement, HiFluor488, 10 min; active means well fitted inhibition curve with a large enough effect in the polarisation, with a control signal flat, not every such curve was filed as active; inconclusive means small, poorly fitted or top-dose-only effect, or effect the other way, or a change in a side signal; inactive means no such curve, though single readings can be large or run the other way; the % refers to the polarisation; further: potency means the concentration at half of the fitted maximal effect; on the % scale 0 is the no-effect control and ±100 the full control effect
# Target sequence (Q13526 whole entry, looked up): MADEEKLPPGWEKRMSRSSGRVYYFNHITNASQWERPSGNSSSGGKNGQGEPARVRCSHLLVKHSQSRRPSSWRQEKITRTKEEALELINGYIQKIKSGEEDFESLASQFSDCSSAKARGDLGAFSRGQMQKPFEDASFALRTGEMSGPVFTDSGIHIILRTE
# D2 ag: HTS Assay for Allosteric Agonists of the Human D2 Dopamine Receptor: Primary Screen for Agonists; D(2) dopamine receptor (Homo sapiens), P14416; hit rate 0.53% among 340,000; activation, % at 2 µM; AID 485358, 2010; HEK293 T-REx D2 cells, calcium flux agonist mode;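 active means activation over 3 SD above normal in the single-dose calcium agonist read, cut at about 30% in these data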; further: 0% is about no effect
#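 HEK293 Trex D2 cells, tetracycline-induced, o/n 30 C 5% CO2; no-wash Ca dye, RT 30–90 min; 10-cycle baseline, 23 nl cpd added, kinetic Ca read 180 s; agonist hits = positive Ca response.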
# TrxR1 inh: qHTS Assay for Inhibitors of Mammalian Selenoprotein Thioredoxin Reductase 1 (TrxR1): qHTS; Thioredoxin reductase 1, cytoplasmic (Rattus norvegicus), O89049; recombinant rTrxR1, NADPH fluorescence consumption, selenite substrate; Potency, µM (highest dose often 114 µM), for inactives: top-dose activity change, negative = inhibition, actives largely listed as inhibitors; hit rate 1% among 390,000; further: potency means the concentration at half of the fitted maximal effect; on the % scale 0 is the no-effect control and ±100 the full control effect; nearly all actives have a fitted effect of over 65% in size
#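 Rat TrxR1 (90 nM in the dispensed reagent) was pre-reduced with 400 uM NADPH for 5 min at room temperature, then incubated with compound for 15 min. After 400 uM selenite was added, NADPH fluorescence (Ex 340/Em 450 nm) was followed for 8 min.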
# * = called active by the depositor; u = inconclusive; x = no result given; & = joins results of further samples; [ ] = dose if it differs, or a comment. Unless noted, the call rests on the fitted dose curve; in most records, active means well fitted inhibition curve with a large enough effect; inconclusive means small, poorly fitted or top-dose-only effect; inactive means no such curve, though single readings can be large or run the other way. An excerpt; count on the stated rates, not on these rows.
nr	Molecule	TrxR1 substrate	USP1-UAF1 inh	TRHR agonist	TRHR PAM	mIDH1 inhibitor
1	CCC(=NCCc1c(C)[nH]c2ccccc12)C1=C(O)CC(c2ccccc2)CC1=O (stereo not given)	0%	-26%	-0.2	-4	-1%
2	O=C(Nc1ccc2c(c1)CCC2)c1ccc(Cl)nc1	-6%	-4%	-0.1	-1	5%
3	COC(=O)C1CCN(c2ccc(C(N)=O)cc2[N+](=O)[O-])CC1	-1%	0%	0.8	5	-4%
4	CC(C)Cc1cc(C(=O)N2N=C(C(F)F)CC2(O)C(F)F)c2ccccc2n1 (stereo not given)	0%	-16%	0.8	0	2%
5	Cn1c(=O)c(-c2cc(Br)ccc2N)nc2ccccc21	-11%[57.1 µM]	-22%	-1.5	-1	5%
6	Cc1nc2ccn(Cc3cccnc3)c(=O)c2cc1C(=O)Nc1ccc(F)cc1F	12%[57.1 µM]	u	0.2	6	-6%
7	C=CCN1C(=O)c2ccc(C(=O)N(C)CC(=O)Nc3ccccc3Br)cc2C1=O	2%	-15%	-0.3	0	3%
8	N/C(=N/OC(=O)c1ccc(Cl)cc1)c1ncc([N+](=O)[O-])s1	1%	-20%	-0.4	-3	15%
9	N#CCc1c(C#N)c(N)nc(N2CCOCC2)c1C#N	-10%	18%	x	x	-11%
10	COc1ccc(N2CC(NC(=O)/C=C\c3ccc4c(c3)OCO4)CC2=O)cc1 (stereo not given)	12%[57.1 µM]	u	-0.4	4	0%
11	O=C(Nc1ccc2c(c1)C(=O)N(C1CCCCC1)C2=O)C1CCCO1 (stereo not given)	55%[activator]	0%	0.1	1	-2%
12	CCN(CCNC(=O)CS(=O)(=O)Cc1nc(-c2cccc(OC)c2)oc1C)c1ccccc1	6%	-13%	-0.4	-3	10%

nr	D2 antagonist	Pin1 inhibitor	D2 ag	TrxR1 inh
1	-15	34%[activator]	29	14%
2	-10	4%	-0.6	4%
3	-10	-2%	-0.7	6%
4	2	-2%	0.5	4%
5	-7	23%	-2.2	6%[57.1 µM]
6	x	2%	-1.2	19%[57.1 µM]
7	-6	-13%	-0.5	5%
8	-9	-16%	0.9	20%
9	x	0%	x	u
10	x	-1%	-1.3	4%[57.1 µM]
11	-7	4%	1.1	-23%
12	2	8%	-0.1	14%

# (listing goes on)
nr	Molecule	TrxR1 substrate	USP1-UAF1 inh	TRHR agonist	TRHR PAM	mIDH1 inhibitor
13	CCn1cc(Br)c(C(=O)Nc2cccc(Cl)c2)n1	-2%	-23%	-0.7	-4	12%
14	O=C(NC(=S)Nc1cccnc1Cl)c1ccco1	-9%	-11%	0.1	0	-4%
15	Cc1cc(C)c(NC(=O)CCc2c(C)nc3c(c(C)nn3C(C)(C)C)c2C)c(C)c1	7%	-26%	-0.1	31*	5%
16	Cn1c(SCC(=O)Nc2cccc(F)c2)nnc1-c1cccnc1	-7%	-7%	-0.4	3	-2%
17	COc1ccc(C[C@H]2CN3C(=NC[C@@H]3Cc3ccc(O)cc3)N2C[C@H](C)NC(=O)c2ccc(C)c(Br)c2)cc1	-13%	17%	-1.1	-6	-8%
18	O=C(CNS(=O)(=O)c1ccccc1)N1CCN(Cc2ccccc2)CC1	3%	-18%	-0.2	0	-1%
19	CCCCN1CC[C@H]2C=CC[C@@H](C(=O)Nc3nccs3)[C@H]2C1=O	0%&5%	u	x	x	13%
20	O=C(C1COc2ccccc2O1)N1CCN(c2ccccc2O)CC1 (stereo not given)	7%	-30%	1.5	-6	6%
21	NCCCC[C@H](N)c1nnc([C@H](CCC(=O)O)NC(=O)C2CCNCC2)o1	5%[57.1 µM]	-5%	0.5	-4	1%
22	COC(=O)CCc1sc(Nc2ccc(OC)cc2)nc1-c1ccc(OC)cc1	-3%	-13%	-0.6	-10	0%
23	CC(C)c1nn2c(=O)cc(COC(=O)c3cccc(NC(=O)COc4ccc(F)cc4)c3)nc2s1	6%[57.1 µM]	-25%	-0.8	-1	-8%
24	COc1ccc(OC)c(-n2c3c(cc(-c4nc(-c5ccc(Cl)cc5)cs4)c2=O)C(=O)CC(C)(C)C3)c1	13%	-16%	1.0	2	1.3µM*

nr	D2 antagonist	Pin1 inhibitor	D2 ag	TrxR1 inh
13	4	0%	0.8	27%
14	2	-1%	0.9	-22%
15	x	-2%	-1.1	20%
16	13	0%	-0.9	-9%
17	-5	-5%	-2.5	-20%
18	-9	-7%	-0.8	8%
19	x	1%	x	0%&22%
20	16	-5%	0.5	16%
21	-3	3%	0.2	23%
22	x	1%	-1.0	10%
23	x	0%	1.5	17%[57.1 µM]
24	x	2%	-0.1	28%

# (cont.)
nr	Molecule	TrxR1 substrate	USP1-UAF1 inh	TRHR agonist	TRHR PAM	mIDH1 inhibitor
25	COc1ccc(CC(=O)OCC(=O)NC(=O)NC2CCCCC2)cc1	0%	-13%	-0.2	39*	21%
26	Cc1ccccc1NC(=O)c1ccc(C)c(S(=O)(=O)NCc2cccnc2)c1	-2%	2%	0.9	10	6%
27	CC(=O)Nc1ccc(S(=O)(=O)O)c(OC(C)=O)c1	-7%[2.29 µM]	-15%	x	x	-5%
28	CC(=O)NS(=O)(=O)c1ccc(NC(=O)C(C)NS(=O)(=O)/C=C/c2ccccc2)cc1 (stereo not given)	2%	-10%	x	x	5%
29	CCCCN(C(=O)c1oc2ccc(OCC)cc2c1C)c1c(N)n(CC(C)C)c(=O)[nH]c1=O	2%	-20%	0.2	-8	0%
30	COc1ccc(C2CC(=O)C3=C(C2)NC(C)=C(C(=O)Nc2ccccc2C)C3c2coc3ccc(C)cc3c2=O)cc1OC (stereo not given)	-7%	-14%	0.1	4	0%
31	COc1ccc(CNC(=O)CCC(=O)N2CCSc3ccccc32)cc1	1%	-3%	-0.1	0	13%
32	C#CCOCCOCCOCCNc1nc(N2CCN(C(=O)[C@H](CCC(=O)O)n3cc(C(N)[C@H](C)CC)nn3)CC2)nc(N2CCN(C(=O)[C@H](Cc3cc4ccccc4[nH]3)n3cc(C(N)[C@H](C)CC)nn3)CC2)n1 (stereo not given in full)	x	x	-0.4	11	x
33	C=CCOc1c(CNc2ccc3[nH]c(=O)[nH]c3c2)cccc1OC	3%	-20%	-0.4	5	25%
34	C=Cc1ccc(Cn2c(=O)n(CC3CCC(C(=O)NC(C)C)CC3)c(=O)c3sccc32)cc1 (stereo not given)	6%[57.1 µM]	-14%	-0.3	-8	-27%
35	CSc1cccc(NC(=O)C2CCCN(S(=O)(=O)c3ccc4c(c3)CCCN4C(C)=O)C2)c1 (stereo not given)	-1%[57.1 µM]	-25%	-0.3	-1	9%
36	CN(C)S(=O)(=O)c1cccc(NC(=O)CNC2CCCCC2)c1	-4%	-10%	0.0	5	-19%
37	CCc1ccccc1NC(=O)/C(=C/c1ccccc1)c1ccccc1	1%[57.1 µM]	-14%	56*	-4	5%
38	Cc1cc(C(=O)O)cc(S(=O)(=O)Nc2ccccc2C(=O)NC2CC2)c1C	-1%	-11%	-0.5	3	4%
39	CC(C)(C)OC(=O)N1CCCN(C(=O)Nc2cccc(Cl)c2)CC1	8%[57.1 µM]	-18%	0.2	-14	5%

nr	D2 antagonist	Pin1 inhibitor	D2 ag	TrxR1 inh
25	25	0%	0.2	3%
26	-6	-8%	0.2	11%
27	x	-1%	x	-12%[2.29 µM]
28	x	0%	x	12%
29	23	19%	0.2	1%
30	-12	14%	-0.6	11%
31	x	-4%	0.0	11%
32	-2	x	-0.3	x
33	6	3%	-0.7	12%[57.1 µM]
34	x	-1%	2.3	29%[57.1 µM]
35	x	23%	0.0	21%[57.1 µM]
36	-2	-3%	-2.0	-1%
37	-14	-2%	1.5	10%
38	x	-5%	x	8%
39	-1	-1%	0.5	24%[57.1 µM]

# Shown as labelled records: part of the list above.
[12] CCN(CCNC(=O)CS(=O)(=O)Cc1nc(-c2cccc(OC)c2)oc1C)c1ccccc1
- TrxR1 substrate: 6%
- USP1-UAF1 inh: -13%
- TRHR agonist: -0.4
- TRHR PAM: -3
- mIDH1 inhibitor: 10%
- D2 antagonist: 2
- Pin1 inhibitor: 8%
- D2 ag: -0.1
- TrxR1 inh: 14%
[13] CCn1cc(Br)c(C(=O)Nc2cccc(Cl)c2)n1
- TrxR1 substrate: -2%
- USP1-UAF1 inh: -23%
- TRHR agonist: -0.7
- TRHR PAM: -4
- mIDH1 inhibitor: 12%
- D2 antagonist: 4
- Pin1 inhibitor: 0%
- D2 ag: 0.8
- TrxR1 inh: 27%
[14] O=C(NC(=S)Nc1cccnc1Cl)c1ccco1
- TrxR1 substrate: -9%
- USP1-UAF1 inh: -11%
- TRHR agonist: 0.1
- TRHR PAM: 0
- mIDH1 inhibitor: -4%
- D2 antagonist: 2
- Pin1 inhibitor: -1%
- D2 ag: 0.9
- TrxR1 inh: -22%
[15] Cc1cc(C)c(NC(=O)CCc2c(C)nc3c(c(C)nn3C(C)(C)C)c2C)c(C)c1
- TrxR1 substrate: 7%
- USP1-UAF1 inh: -26%
- TRHR agonist: -0.1
- TRHR PAM: 31*
- mIDH1 inhibitor: 5%
- D2 antagonist: x
- Pin1 inhibitor: -2%
- D2 ag: -1.1
- TrxR1 inh: 20%
